POLH inh – qHTS for Inhibitors of Polymerase Eta | DNA polymerase eta (Homo sapiens), Q9Y253 | recombinant Pol eta, fluorescent DNA replication assay | Potency, µM (doses to about 114 µM), inactives show at the top dose activity change, negative = inhibition, usual class: inhibitors | actives 1.2% (n = 390,000) | AID 588591, 2011; active means well fitted inhibition curve with a large enough effect; inconclusive means small, poorly fitted or top-dose-only effect, or another doubt; inactive means no such curve, though single readings can be large or run the other way
Target sequence (Q9Y253 whole entry, looked up): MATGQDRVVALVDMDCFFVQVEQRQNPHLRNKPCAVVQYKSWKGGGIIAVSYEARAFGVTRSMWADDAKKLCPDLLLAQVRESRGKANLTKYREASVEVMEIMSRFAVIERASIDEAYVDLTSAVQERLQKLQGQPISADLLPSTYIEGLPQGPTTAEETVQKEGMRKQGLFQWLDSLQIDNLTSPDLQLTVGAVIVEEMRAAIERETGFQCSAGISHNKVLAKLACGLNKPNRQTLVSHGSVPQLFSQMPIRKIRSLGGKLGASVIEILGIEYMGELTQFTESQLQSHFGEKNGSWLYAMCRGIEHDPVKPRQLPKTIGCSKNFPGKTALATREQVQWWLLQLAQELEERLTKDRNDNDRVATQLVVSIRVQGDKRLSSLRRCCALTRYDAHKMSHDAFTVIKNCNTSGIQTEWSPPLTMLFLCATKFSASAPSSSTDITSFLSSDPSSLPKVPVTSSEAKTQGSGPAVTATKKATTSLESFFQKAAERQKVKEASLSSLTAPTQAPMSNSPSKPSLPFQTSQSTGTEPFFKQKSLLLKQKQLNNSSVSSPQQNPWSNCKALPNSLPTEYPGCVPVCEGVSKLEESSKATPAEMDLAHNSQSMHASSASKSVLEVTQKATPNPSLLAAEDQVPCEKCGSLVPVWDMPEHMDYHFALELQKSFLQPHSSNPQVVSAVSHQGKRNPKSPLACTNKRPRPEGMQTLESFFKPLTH
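Pol eta at 10 nM preincubated with compounds 15 min at room temperature; reaction started with fluorescent substrate (50 nM final) and read kinetically at 0 and 10 min.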
* = called active by the depositor; ? = inconclusive. On the % scale 0 is the no-effect control and ±100 the full control effect; potency means the concentration at half of the fitted maximal effect. Some of the compounds tested (hit frequency here may not be typical).

POLH inh,molecule
-18.8%,Cc1cc(S(=O)(=O)c2ccc(Cl)cc2)nc(S(=O)(=O)c2ccc(Cl)cc2)c1C#N
-7.9%,O=C(OCc1cc(=O)n2ccsc2n1)C1(c2ccccc2)CC1
-11.1%,CN(CCN1CCOCC1)C(=O)c1cc(COc2ccc(F)cc2Cl)on1
-13.5%,COc1ccc(NC(=O)N(C)C[C@@H]2OCc3cn(nn3)CCCC(=O)N([C@@H](C)CO)C[C@H]2C)cc1
-11.7%,C[C@@H]1CN([C@@H](C)CO)S(=O)(=O)c2ccc(Br)cc2O[C@H]1CN(C)C(=O)CN(C)C
2.8%,CC(=O)c1ccc(N2CCN(C(=O)C(=O)c3cn(CC(=O)N4CCOCC4)c4ccccc34)CC2)cc1
-9.7%,Cc1cc(NS(=O)(=O)c2ccc(NC(=O)c3ccc([N+](=O)[O-])cc3)cc2)nc(C)n1
0.4%,CC1CCN(C(=O)COC(=O)c2ccccc2NCCO)CC1
-10.3%,CCc1c(O)nc(SCC(=O)Nc2ccc(Cl)cc2)n(-c2ccccc2)c1=O
-7.4%,CCCCN1C(=O)C(CC(=O)NCc2ccco2)CC(C(=O)N(CC)CC)=C1C (stereo not drawn)
-7.5%,O=[N+]([O-])c1ccc(S(=O)(=O)N2CCN(c3ccccn3)CC2)cc1
0.0%,Cc1ccc(CN2CCC(C(=O)c3ccc(F)cc3)CC2)cc1
-11.6%,CC(C)CN(C(=O)CN(C)C(=O)Cc1c(F)cccc1Cl)c1c(N)n(CC(C)C)c(=O)[nH]c1=O
-13.8%,COC(=O)C1=C(C(=O)OC)C2C=CC1C1C(OC(C)=O)C(OC(C)=O)C21 (stereo not drawn)
-15.5%,Cc1ccc2nc(CC(O)(c3ccccc3)c3ccccc3)ccc2c1
-23.1%,CCc1cc(-c2cnnn2CCc2c[nH]c3ccccc23)ccc1-c1cn(CC(C)C)nn1
-18.5%,Cc1ccccc1NC(=O)c1cc(S(=O)(=O)N2CCCCC2)ccc1N1CCOCC1
-0.1%,COCCN(C(=O)COC(=O)CCC1CCCCC1)c1c(N)n(Cc2ccccc2)c(=O)[nH]c1=O
-2.3%,CC(C)CN(C(=O)COC(=O)CCSc1ccc(Cl)cc1)c1c(N)n(Cc2ccccc2)c(=O)[nH]c1=O
-14.5%,NC(c1ccncc1)c1ccc(Cl)cc1 (stereo not drawn)

Carrying on:
POLH inh,molecule
-3.4%,CCN(CC)C(=O)Cn1cc(S(=O)(=O)CC(=O)Nc2cccc(NC(C)=O)c2)c2ccccc21
-10.9%,C=CCn1c(SCC(=O)Nc2ccc(Br)cc2)nc(O)cc1=O
-8.0%,Cc1ccc2c(C)c(C(=O)NCC3CCOCC3)oc2c1C
-7.3%,O=C(c1ccc([N+](=O)[O-])cc1Cl)N1CCN(Cc2ccccc2)CC1
-1.8%,O=C(NCC(=O)N1CCC(Cc2ccccc2)CC1)c1ccccc1F
-10.2%,CC1(C)CC(=O)C2=C(C1)OC1=C(C(=O)CC(C)(C)C1)C2c1cccc([N+](=O)[O-])c1
-5.1%,COc1ccc(C=CC(=O)c2ccc3cc(OC)c(OC)cc3c2)cc1OC
-17.9%,O=C(OCc1cn([C@H]2CN(C(=O)C3CCCCC3)[C@@H](c3ccccc3)C[C@@H]2O)nn1)c1ccccc1
-18.8%,CCOC(=O)Cn1ccc2cc(S(=O)(=O)N3CCCC3)ccc21
-20.0%,O=C(NCc1ccc(F)cc1)C1CCN(S(=O)(=O)c2ccc(N3CCCC3=O)cc2)CC1
-3.2%,CC(C)(Cc1nc2ccccc2[nH]1)c1nc2ccccc2[nH]1
-9.1%,Cc1cc(NC(=O)Nc2cccc(Cl)c2)no1
-26.1%,Cc1ccccc1NC(=O)Cc1nc(COC(=O)Cc2cccc(C(F)(F)F)c2)cs1
12.6µM*,Cc1ccc(S(=O)(=O)Nc2nc(CN3CCOCC3)nc3sc(C(=O)O)c(C)c23)cc1
-5.7%,CCC(C)C(CO)NCCCn1ccc(NC(=O)OCc2ccccc2)nc1=O (stereo not drawn)
-4.0%,C(=Cc1nc2ccccc2o1)c1ccc2c(c1)OCO2
-12.7%,CCOC1(OCC)OC(c2ccccc2)=C(C#N)C(C=Cc2ccccc2)C1(OCC)OCC (stereo not drawn)
-1.4%,Cc1ccccc1S(=O)(=O)N(C)C[C@@H]1OCc2cnnn2CCCC(=O)N([C@@H](C)CO)C[C@@H]1C
-1.0%,NC(=O)COc1ccc(S(=O)(=O)N2CCCC2)cc1
-7.5%,CC(=O)N1C[C@H]2CON(C)[C@H]2C[C@H]1c1cccc(-c2ccc(C#N)cc2)c1

Continued:
POLH inh,molecule
-18.9%,Cc1cc2c(=O)[nH]c(N)nc2[nH]1
-14.7%,CC1CCC(NC(=O)c2nn(C)c(=O)c3ccccc23)CC1 (stereo not drawn)
-10.7%,C[C@@H]1CN([C@@H](C)CO)C(=O)CCCn2nncc2CO[C@H]1CN(C)S(=O)(=O)c1ccccc1
-9.4%,CCNc1ccc(S(=O)(=O)N2CCOCC2)cc1NCC(=O)Nc1cccc(Br)c1
?,S=C1SCN(Cc2ccccc2)CN1Cc1ccco1
-21.4%,COc1ccc(/C=C2/SC(=S)N(CCC(=O)Nc3cccnc3)C2=O)cc1OC
0.1%,Cn1cccc1CN1CCC[C@]2(N[C@H](c3ccccc3)[C@@H]3C(=O)N(Cc4ccccc4)C(=O)[C@@H]32)C1=O
-2.7%,CC(=O)c1ccc(NS(=O)(=O)c2cccc3cccnc23)cc1
-19.2%,C[C@@H]1CN([C@@H](C)CO)C(=O)CCCn2nncc2CO[C@H]1CN(C)Cc1cccnc1
-2.2%,C[C@]12CC[C@H](O)CC1=CCC1C2CC[C@@]2(C)C1CC[C@@H]2NCc1ccccc1 (stereo partly drawn)
-5.3%,COc1cccc(-c2cc(N3CCN(C(=O)c4ccoc4)CC3)n3nc(-c4cccc(Cl)c4)cc3n2)c1
-5.7%,COC(=O)[C@H]1C[C@@]2(O)CN(S(=O)(=O)c3ccc(C)cc3)C[C@@]2(OC(=O)NC2CC2)C[C@H]1C(=O)OC
-15.1%,O=C(NCc1ccccc1)/C(=C\c1cccc([N+](=O)[O-])c1)NC(=O)c1ccco1
-9.6%,CCN(CC)C(=O)C1=C(C)N(Cc2ccc(C(C)(C)C)cc2)C(=O)C(CC(=O)NC2CCCCC2)C1 (stereo not drawn)
-13.2%,S=C1SCCCN1Cc1ccc(Cl)cc1
-8.1%,NC(=S)c1ccc(OCCCc2ccccc2)cc1
-1.5%,CCOC(=O)c1ccc(NC(=O)c2ncn3c2C(=O)N[C@H](C)C3)cc1
-1.9%,CCOC(=O)C1(C)NC(c2ccc(OC)c(OC)c2)C2C(=O)N(c3cccc(C(C)=O)c3)C(=O)C21 (stereo not drawn)
-12.6%,COC(=O)[C@H]1C[C@@]2(O)CN(S(=O)(=O)c3ccc(C)cc3)C[C@@]2(OC(=O)NCc2ccccc2)C[C@H]1C(=O)OC
-10.9%,O=C(C[C@H]1C(=O)N(c2ccc(Br)cc2)C[C@@H]1Cc1ccccc1)Nc1ccccc1

Entries listed so far printed as active in POLH inh.
POLH inh,molecule
12.6µM*,Cc1ccc(S(=O)(=O)Nc2nc(CN3CCOCC3)nc3sc(C(=O)O)c(C)c23)cc1

Copied from the listing, two compounds:
POLH inh,molecule
-21.4%,COc1ccc(/C=C2/SC(=S)N(CCC(=O)Nc3cccnc3)C2=O)cc1OC
0.1%,Cn1cccc1CN1CCC[C@]2(N[C@H](c3ccccc3)[C@@H]3C(=O)N(Cc4ccccc4)C(=O)[C@@H]32)C1=O

(next part)
POLH inh,molecule
-24.4%,O=C(CSC1=NCCS1)N1N=C(c2cccs2)CC1c1ccc(F)cc1 (stereo not drawn)
-0.9%,C=CCOc1cccc(C2C(C(=O)c3ccc(C)o3)=C(O)C(=O)N2CCN2CCOCC2)c1 (stereo not drawn)
-12.8%,N#Cc1cnn(-c2ccc([N+](=O)[O-])cc2[N+](=O)[O-])c1N
-10.1%,COc1ccc(OC(=O)N(C)C[C@@H]2OCc3cn(nn3)CCCC(=O)N([C@@H](C)CO)C[C@H]2C)cc1
-18.1%,CCc1ccc(CCC(=O)N2CCN(S(=O)(=O)c3ccc(Br)cc3)CC2)cc1
-12.3%,COC(=O)c1cn(C(=O)c2ccc3c(c2)OCO3)c2ccccc12
-14.1%,COc1ccc(S(=O)(=O)N(C)C[C@H]2OCCCC[C@@H](C)Oc3ccc(N(C)C)cc3C(=O)N([C@H](C)CO)C[C@@H]2C)cc1
-13.7%,C[C@@H]1CN([C@@H](C)CO)C(=O)CCCn2nncc2CO[C@H]1CN(C)Cc1cccc2c1OCCCO2
-4.0%,Cc1ccc(OCC(=O)NNC(=O)c2cc(S(=O)(=O)N(C)C)ccc2N2CCCC2)cc1
-20.4%,C[C@H]1CN(c2ccc(Br)cc2)C(=O)[C@@H]1CC(=O)Nc1ccc(Br)cc1
1.7%,O=S(=O)(c1cnccc1N1CCN(CCO)CC1)N1CCCC1
-3.7%,C=CCN1CCN(c2ccncc2S(=O)(=O)N2CCN(C)CC2)CC1
-3.9%,COCCNC(=O)c1ccc(N2CC3CC(C2)c2cccc(=O)n2C3)c(NC(=O)c2ccc(C(C)(C)C)cc2)c1 (stereo not drawn)
-18.8%,CC(=O)Nc1cccc(OCc2ccc([N+](=O)[O-])cc2)c1
-6.9%,CC(C(=O)N1CCCC1)N(c1ccc(Cl)cc1)S(C)(=O)=O (stereo not drawn)
1.9%,Cc1noc(C)c1S(=O)(=O)N(C)C[C@H]1OCCCC[C@@H](C)Oc2ccc(NS(=O)(=O)c3cn(C)cn3)cc2C(=O)N([C@H](C)CO)C[C@@H]1C
-3.5%,Cc1ccc([C@H]2N[C@]3(CCCN(Cc4ccccc4)C3=O)[C@H]3C(=O)N(Cc4ccccc4)C(=O)[C@@H]23)cc1
-5.8%,COC(=O)c1c(-c2ccccc2)[nH]c(-c2nccc3ccccc23)c1C(=O)OC
-1.8%,Cc1ccc2c(c1)CCO[C@@]21O[C@H](CCO)C[C@H](O)[C@H]1O
-2.6%,O=C(COC(=O)Cc1ccc(Cl)cc1Cl)NCc1ccccc1

Part of the list above in order of molecular weight, high to low.
POLH inh,molecule
-3.9%,COCCNC(=O)c1ccc(N2CC3CC(C2)c2cccc(=O)n2C3)c(NC(=O)c2ccc(C(C)(C)C)cc2)c1 (stereo not drawn)
-13.7%,C[C@@H]1CN([C@@H](C)CO)C(=O)CCCn2nncc2CO[C@H]1CN(C)Cc1cccc2c1OCCCO2
-0.9%,C=CCOc1cccc(C2C(C(=O)c3ccc(C)o3)=C(O)C(=O)N2CCN2CCOCC2)c1 (stereo not drawn)
-2.6%,O=C(COC(=O)Cc1ccc(Cl)cc1Cl)NCc1ccccc1
1.7%,O=S(=O)(c1cnccc1N1CCN(CCO)CC1)N1CCCC1
-1.8%,Cc1ccc2c(c1)CCO[C@@]21O[C@H](CCO)C[C@H](O)[C@H]1O

(cont.)
POLH inh,molecule
-18.2%,C[C@@H]1CN([C@H](C)CO)S(=O)(=O)c2ccc(C#Cc3ccccc3F)cc2O[C@@H]1CN(C)C(=O)Cc1ccccc1
-22.1%,C[C@@H]1CCCCO[C@@H](CN(C)Cc2ccc3c(c2)OCO3)[C@@H](C)CN([C@H](C)CO)C(=O)c2cc(N(C)C)ccc2O1
-7.1%,O=C(COC(=O)COc1ccc(Cl)cc1Br)NC1CCCC1
-7.5%,C[C@@H]1CN([C@H](C)CO)C(=O)CCCn2nncc2CO[C@H]1CN(C)C(=O)Nc1ccc(N2CCN(C)CC2)cc1
-11.0%,CC(C)CC1C(=O)N(Cc2cn(CC3CCCCC3)nn2)CCS(=O)(=O)N1Cc1ccc(-c2cccc(CO)c2)cc1 (stereo not drawn)
-11.1%,COc1ccccc1-c1ccc2c(c1)O[C@@H](CN(C)C(=O)Nc1cccc(F)c1)[C@H](C)CN([C@H](C)CO)S2(=O)=O
-20.5%,Cc1cccc(Nc2cc(=O)n(C)c(=O)n2C)c1
-21.6%,Cc1ccccc1C(=O)NC1CC2CCCC(C1)N2Cc1ccccc1Cl (stereo not drawn)
-1.1%,Cc1noc(C)c1NC(=O)N(C)C[C@H]1OCCCC[C@@H](C)Oc2ccc(NC(=O)Nc3ccc(F)cc3)cc2C(=O)N([C@@H](C)CO)C[C@H]1C
-12.0%,COc1ccc(Br)cc1C=NNS(=O)(=O)c1ccc(C)cc1
20µM*,O=C1C=CC(n2cc(F)c(=O)[nH]c2=O)O1 (stereo not drawn)
-9.7%,OCC1OC(n2cnc3c(N4CCCC4)ncnc32)C(O)C1O (stereo not drawn)
-18.0%,CN1C(=O)c2ccccc2CC12c1ccccc1C(=O)N2C (stereo not drawn)
-6.4%,COc1ccccc1C(=O)NCC(=O)N(C)Cc1nc2ccccc2c(=O)[nH]1
-15.1%,O=C(Nc1ccc(C(=O)O)cc1)/C(=C\c1ccc([N+](=O)[O-])cc1)NC(=O)c1ccco1
-16.5%,C#CCN(C[C@@H]1[C@@H](OC(=O)NC2CCCC2)[C@@H](OC(=O)NC2CCCC2)CN(C(=O)OC(C)C)N1C(=O)OC(C)C)S(=O)(=O)c1ccc(C)cc1
-12.7%,COc1ccccc1S(=O)(=O)N(C)C[C@H]1OCc2cnnn2CCCC(=O)N([C@H](C)CO)C[C@H]1C
-1.6%,O=C(O)C(=Cc1ccc([N+](=O)[O-])cc1)CCc1ccccc1
-7.4%,COc1ccc(-n2c(COc3ccc(Cl)cc3Cl)n[nH]c2=S)cc1
-8.1%,CC(=O)Nc1ccc(C(=O)OCC(=O)NC(=O)NCc2ccccc2)cc1

Going on with the list.
POLH inh,molecule
0.2%,O=C(COC(=O)c1ccc(OC(F)F)cc1)NCC1CCCO1 (stereo not drawn)
-4.2%,COc1cc(C(=O)N2Cc3cc4ccccc4nc3C2C)cc(OC)c1OC (stereo not drawn)
-15.3%,Cc1cc(C(C)(C)C)cc(CN2CCN(S(=O)(=O)c3cccs3)CC2)c1O
-16.7%,CC(=O)OC1CCC2C3CCc4cc(OP(=O)(N5CC5)N5CC5)ccc4C3CCC12C (stereo not drawn)
-8.9%,CN(CC(=O)Nc1ccc(F)c(F)c1F)C(=O)CCN1C(=O)C2CC=CCC2C1=O (stereo not drawn)
-19.5%,CCCCCCN1C[C@@H](n2cc(C3CC3)nn2)[C@H](O)C[C@@H]1c1ccc(Cl)cc1

Assay outcomes deposited in PubChem BioAssay by National Center for Advancing Translational Sciences (NCATS).
